High-throughput results from PubChem.
S1P2 ag – S1P2 (human) receptor agonism | AID 729 | S1P2-expressing cell line, agonist reporter read-out | 97,000 tested, 0.46% active | activation, % at 4.5 µM; in the data active means activation above about 16%;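 further: 0% = vehicle low control and 100% = maximal reference agonist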
Ecoli WT expand – growth inhibitors of E. coli BW25113 wild type | growth inhibition, % at 100 µM | 98,000 tested, 0.15% active | OD600 absorbance | AID 710;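 active means growth inhibition above about 50% at one test dose, limit read from the data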;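 further: growth measured after 20 h incubation at 37 °C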
PostGolgi ctrl – inhibits growth of the yeast control strain | efflux-deficient yeast background strain, growth absorbance A615, 16 h | inhibition, % at 10 µM | 98,000 tested, 5% active
sEH inh – soluble epoxide hydrolase (human) inhibition; 91,000 tested, 0.34% active; inhibition, % at 2 µM; recombinant human sEH enzymatic activity assay; P34913; in the data active means inhibition above about 80%; further: values of inactives mirror those of a sister screen read the other way; many of its hits are not listed in these tables
PLAP act – activators of human placental alkaline phosphatase. purified PLAP enzyme, luminescent substrate read-out; active compounds read high. activation fold at 20 µM. 96,000 tested, 1.2% active. AID 696; in the data active means activation fold above about 2
PostGolgi yeast – growth inhibition of a yeast mutant, post-Golgi transport screen. post-Golgi transport phenotypic cell assay. inhibition, % at 10 µM. 98,000 tested, 0.9% active. AID 739;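 further: yeast cells grown in 1536-well plates; yeast grown about 18 h at 30C before absorbance read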
S1P2 antag – blocks the human S1P2 receptor | cell-based S1P2 antagonist assay, inhibition at 5 uM | inhibition, % at 5 µM | 97,000 tested, 0.21% active; in the data active means inhibition above about 45%;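 further: CRE beta-lactamase reporter cells expressing human S1P2 stimulated with S1P; 0% = agonist at EC80 alone and 100% = agonist plus reference antagonist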
CD11b adhes inh – inhibitors of human CD11b/CD18 binding to fibrinogen. P05107+P11215. K562 CD11b/CD18 adhesion to fibrinogen, ATPlite luminescence; Mn2+ added to activate the integrin. inhibition, % at 10 µM. 93,000 tested, 0.54% active;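 active means primary inhibition of 50% or more at 10 µM, then 40% or more on retest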; further: some results filed as inactive read as strong as hits
Target sequence (P05107 whole entry, looked up, other chains not shown): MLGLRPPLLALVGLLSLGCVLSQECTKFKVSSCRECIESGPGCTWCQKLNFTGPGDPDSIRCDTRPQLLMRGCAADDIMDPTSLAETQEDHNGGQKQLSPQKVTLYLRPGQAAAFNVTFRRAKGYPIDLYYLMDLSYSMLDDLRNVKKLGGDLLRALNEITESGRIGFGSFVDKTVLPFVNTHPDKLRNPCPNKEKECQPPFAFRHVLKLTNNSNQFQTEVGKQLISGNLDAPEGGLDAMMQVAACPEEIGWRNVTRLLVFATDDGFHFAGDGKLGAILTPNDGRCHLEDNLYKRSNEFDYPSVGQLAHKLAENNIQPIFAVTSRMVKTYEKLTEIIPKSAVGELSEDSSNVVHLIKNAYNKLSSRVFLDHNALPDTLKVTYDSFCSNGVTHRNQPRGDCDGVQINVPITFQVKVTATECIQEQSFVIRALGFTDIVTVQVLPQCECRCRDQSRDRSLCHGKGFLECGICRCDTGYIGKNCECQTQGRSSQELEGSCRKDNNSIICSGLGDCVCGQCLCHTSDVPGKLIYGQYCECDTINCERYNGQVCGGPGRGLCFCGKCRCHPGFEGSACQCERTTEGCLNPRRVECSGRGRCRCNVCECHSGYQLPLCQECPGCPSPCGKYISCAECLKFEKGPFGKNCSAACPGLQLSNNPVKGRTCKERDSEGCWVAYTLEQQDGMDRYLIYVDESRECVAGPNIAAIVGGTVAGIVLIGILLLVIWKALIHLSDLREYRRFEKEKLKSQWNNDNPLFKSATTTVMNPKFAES
sEH act – soluble epoxide hydrolase (human) activation | P34913 | purified human sEH enzymatic activity, activator screen | activation, % at 2 µM | 91,000 tested, 0.04% active | AID 717; in the data active means activation above about 37%; further: values of inactives mirror those of a sister screen read the other way
* marks the source's active call; other numbers are inactive results; . = not tested or not shown. Unless noted, no stated cut-off is given here; in the data, active means inhibition above about 30%; inactive means the rest.

SMILES | S1P2 ag | Ecoli WT expand | PostGolgi ctrl | sEH inh | PLAP act | PostGolgi yeast | S1P2 antag | CD11b adhes inh | sEH act
CCCCc1nc(SCC(=O)Nc2cc(C)on2)n[nH]1 | -10 | -2 | 3 | -4 | 2.3* | -2 | -4 | -1 | 3
COc1ccc(CC(=O)Nc2ccc(-c3cn4ccc(C)cc4n3)cc2)cc1 | 2 | -17 | 23 | 9 | 0.7 | 0 | -5 | -7 | -6
CCCC(=O)c1ccc(N2CCN(S(=O)(=O)c3ccc(C)cc3)CC2)c(F)c1 | -7 | -4 | -2 | -14 | 1.1 | 1 | 5 | 14 | 12
CN1CCN(C(=O)c2ccccc2N(Cc2ccccc2)S(=O)(=O)c2ccccc2)CC1 | -4 | . | . | -1 | . | . | 5 | . | 3
COc1ccc(C=O)cc1COc1c(F)c(F)cc(F)c1F | -1 | 6 | 3 | 5 | 1 | -8 | -29 | -4 | -3
CCOc1ccccc1N(CC(=O)Nc1ccccc1C(=O)NCc1ccco1)S(C)(=O)=O | -3 | -1 | 0 | 4 | 0.8 | 7 | -13 | -9 | 0
Nc1nonc1-c1nc2ccccc2n1Cc1ccccc1 | -3 | -1 | 42* | -4 | 0.8 | -8 | -21 | -18 | 4
Cc1nc(Nc2ccc3c(c2)OCCO3)c2nnn(Cc3ccccc3Cl)c2n1 | . | -21 | 57* | . | 1.5 | 1 | . | 45 | .
O=C(CN(C(=O)Cn1nnc(-c2cccs2)n1)c1cnc2ccccc2c1)NCC1CCCO1 (stereo not drawn) | . | 2 | 2 | . | 1.4 | -2 | . | -8 | .
O=C(c1cc(S(=O)(=O)N2CCCCC2)c(Cl)cc1N1CCOCC1)N1CCOCC1 | -6 | -1 | 4 | -9 | 1.3 | -1 | 11 | 16 | 9
O=c1[nH]c(CN2CCN(Cc3ccc4c(c3)OCO4)CC2)nc2ccccc12 | -1 | . | . | 13 | . | . | 10 | . | -14
COc1ccc(N2C(=O)[C@@H]3[C@H](C2=O)[C@H]2c4ccccc4C=CN2[C@@H]3C(=O)Nc2ccccc2)cc1 | -2 | -6 | -2 | -5 | 1.4 | -1 | 15 | 14 | 2
Brc1ccccc1-c1nnc(-c2cccnc2)o1 | -2 | 3 | 6 | -8 | 0.8 | 5 | 2 | -28 | 6
CN(C1CCS(=O)(=O)C1)S(=O)(=O)c1ccc(C2CCCCC2)cc1 (stereo not drawn) | -5 | -2 | 3 | -6 | 0.8 | -4 | -1 | -4 | 8
O=C(Oc1ccc(-c2cnc3ccccc3n2)cc1)c1cc([N+](=O)[O-])ccc1Cl | -9 | -7 | -3 | -10 | 1 | 3 | 22 | 22 | 8
CC(/C=C/c1ccco1)=N\NC(=O)c1cccnc1 | -5 | 1 | -12 | -6 | 1.8 | -7 | -1 | -24 | 6
Cc1onc(-c2ccccc2Cl)c1C(=O)Nc1ccc2c(c1)OCO2 | -3 | 3 | 10 | . | 1.1 | 1 | -1 | . | .
COc1ccc(NC(=O)CSc2nncn2C)cc1OC | -3 | . | . | 3 | . | . | -5 | . | 2
Cc1ccc(CNC(=O)CSc2nc3ccccc3c3nc(C)nn23)cc1 | 0 | -9 | 21 | 2 | 1.4 | 4 | 11 | -2 | -3
O=C(CCS(=O)(=O)c1ccc(Br)s1)N1CCc2ccccc21 | -1 | 6 | 10 | 4 | 1 | 6 | 14 | -11 | -4
COC(=O)CSc1cc(C)nc(NC(C)=O)n1 | -3 | 5 | -7 | -2 | 0.9 | -7 | 4 | -4 | 2
CCOC(=O)Nc1ccc2c(c1)N(C(=O)OC)c1ccccc1CC2 | -4 | 5 | 1 | -44 | 1.2 | -3 | -2 | -2 | 41*
O=C(CCSc1nc(-c2ccco2)cc(C(F)(F)F)n1)N1CCN(c2ccccc2)CC1 | -4 | -15 | 29 | 6 | 1.3 | -1 | -16 | 6 | -1
COc1ccc(OCC(=O)NNC(=O)c2cccnc2)cc1 | -4 | 5 | -2 | -12 | 1.3 | -4 | 8 | . | 15
CCC(C(=O)NC1CCCC1)N(C(=O)Cn1nnc(-c2ccc(C)o2)n1)c1cnc2ccccc2c1 (stereo not drawn) | -11 | -4 | 2 | -9 | 1.1 | -6 | 2 | 6 | 10

The closing 2 compounds of the part before open the next one:
SMILES | S1P2 ag | Ecoli WT expand | PostGolgi ctrl | sEH inh | PLAP act | PostGolgi yeast | S1P2 antag | CD11b adhes inh | sEH act
COc1ccc(OCC(=O)NNC(=O)c2cccnc2)cc1 | -4 | 5 | -2 | -12 | 1.3 | -4 | 8 | . | 15
CCC(C(=O)NC1CCCC1)N(C(=O)Cn1nnc(-c2ccc(C)o2)n1)c1cnc2ccccc2c1 (stereo not drawn) | -11 | -4 | 2 | -9 | 1.1 | -6 | 2 | 6 | 10
CC1(C)Cc2c(cnn2-c2ccccc2)-c2c1c1ccccc1n2CC(O)CCl (stereo not drawn) | -1 | . | . | -13 | . | . | 13 | . | 13
COc1ccc(OCCC(=O)N2CCCCC2)cc1 | -1 | -4 | -2 | -13 | 1.1 | -10 | -17 | 0 | 16
O=C(CSc1ncccc1C(=O)O)c1ccccc1 | -7 | 1 | 8 | 7 | 1.1 | 1 | 16 | 2 | -6
CCNC(=O)c1ccc2c(c1)S(=O)(=O)c1ccccc1C2=O | 5 | 4 | 3 | 8 | 1 | -6 | -43 | -8 | -6
O=C1OC(Nc2ccc(Cl)cn2)c2ccccc21 (stereo not drawn) | -3 | 5 | 18 | -11 | 0.8 | 18 | -24 | -6 | 13
Cc1ccccc1NC(=O)NCCCN1CCCC1 | -2 | 2 | 3 | 11 | 0.8 | 4 | -24 | -32 | -11
CCCn1cnc2cc(NCc3cccc(OC)c3O)ccc21 | -6 | 10 | 6 | 0 | 2.7* | -6 | 11 | 0 | -1
CC(C)N1CC(O)=C(c2nc3ccccc3[nH]2)C1=N | -3 | 11 | -3 | -9 | 2.5* | 12 | 10 | 7 | 14
CCOC(=O)N1CCN(C(=O)COc2ccc(S(=O)(=O)NC3CCCCC3)cc2C)CC1 | -3 | 7 | -1 | 14 | 1.6 | 6 | 3 | . | -14
CCCC1(C(=O)OC)NC(c2cccc(F)c2)C2C(=O)N(CC)C(=O)C21 (stereo not drawn) | . | -2 | 1 | . | 1.2 | 4 | . | -10 | .
CCOC(=O)N1CCC(NC(=O)C2CCC(CNS(=O)(=O)c3ccc(OC)cc3)CC2)CC1 (stereo not drawn) | -2 | -14 | 0 | . | 1 | 2 | 13 | -19 | .
Cc1cccc(C)c1NC(=O)Cn1nc(-c2ccccc2)nc1-c1ccccc1 | -5 | 0 | 5 | . | 1.4 | 16 | 13 | 8 | .
COCCn1c(-c2ccco2)csc1=Nc1cccnc1 | 2 | -13 | 16 | -4 | 1.3 | 10 | -21 | 0 | 4
COc1ncnc2c1oc1nc(CC(C)C)c3c(c12)CC(C)(C)OC3 | -2 | -5 | 2 | 3 | 1.1 | -2 | -19 | -6 | 1
COc1ccc(C)cc1NC(=O)CN1CCN(S(=O)(=O)c2ccc(Cl)cc2)CC1 | -2 | -2 | 50* | -5 | 0.9 | 16 | -19 | 0 | 9
CCc1ccc(OCC(O)CNC(C)(C)C)cc1 (stereo not drawn) | -4 | 8 | 3 | -23 | 0.9 | -3 | -10 | 1 | 16
COC(=O)C(C)Sc1n[nH]c(=S)s1 (stereo not drawn) | -5 | -2 | 4 | -12 | 0.9 | -1 | 15 | -5 | 6
O=C(CSc1nc2cc(Cl)ccc2s1)c1ccco1 | . | -2 | 14 | . | 1.2 | -3 | . | 14 | .
CC1(C)N=C(N)N=C(N)N1c1cccc(C(=O)O)c1 | -5 | -2 | -3 | -14 | 0.9 | 15 | -17 | 7 | 17
Nc1cnn(C2CCCO2)c(=O)n1 (stereo not drawn) | -6 | 8 | 7 | 9 | . | 0 | 3 | . | -8
CCC(C)[C@H](Nc1nc(-c2ccccc2)nc2c1oc1ccccc12)C(=O)O (stereo partly drawn) | -6 | 1 | 6 | 3 | 1.1 | -3 | 12 | . | 1
O=C(Nc1ccc(Cl)cc1Cl)C1=Cc2ccccc2OC1 | -6 | -1 | 18 | -10 | 0.8 | -5 | -9 | -13 | 8
O=C(CSc1nnc(CNc2ccc(Cl)cc2)o1)Nc1nc2c(s1)CCCC2 | . | -1 | 14 | . | 1.3 | -2 | . | 0 | .
CCOC(=O)CC(=O)CSc1nc2c(cc1C#N)CCC2 | -4 | 2 | 3 | -6 | 1 | -11 | -23 | -9 | 6
CC1(C)CC(=O)c2sc(NC(=O)c3cccs3)nc2C1 | -4 | . | . | 10 | . | . | 4 | . | -10
(list continues)
SMILES | S1P2 ag | Ecoli WT expand | PostGolgi ctrl | sEH inh | PLAP act | PostGolgi yeast | S1P2 antag | CD11b adhes inh | sEH act
Nc1nnc(-c2cn(-c3ccccc3)nc2-c2ccccc2)o1 | -2 | -8 | 6 | -6 | 0.8 | -7 | -22 | -23 | 10
COc1ccc(-n2c(C)csc2=S)cc1 | -4 | . | . | -6 | . | . | -2 | . | 9
CCC(=O)Nc1ccc(Nc2ccccc2)cc1 | -3 | -2 | 1 | -2 | 0.9 | -1 | -9 | -35 | 1
Cc1ccccc1-c1nc(CS(=O)CC(=O)NCc2ccccc2)c(C)o1 (stereo not drawn) | -4 | -7 | 11 | . | 1.8 | 6 | 2 | -7 | .
CSCCC(NC(=O)c1ccccc1)C(=O)NCc1ccco1 (stereo not drawn) | -5 | 0 | 38* | 4 | 0.8 | -7 | -11 | -17 | -4
CCn1c(-c2cc(Br)ccc2O)n[nH]c1=S | -6 | . | . | 12 | . | . | -6 | . | -11
Cc1nn(-c2cc(N3CCOCC3)ccc2N)c(=O)c2ccccc12 | -4 | 9 | 18 | -1 | 1.1 | -5 | 12 | 9 | 0
COc1ccc(NCC(=O)Nc2ccc(C#N)cc2)cc1Cl | -5 | 7 | 7 | 0 | 0.9 | -13 | -21 | -6 | -1
CNS(=O)(=O)c1cnccc1N1CCN(c2cccc(Cl)c2)CC1 | -6 | 1 | 1 | -11 | 1.1 | 14 | -7 | -7 | 13
COc1ccc(-n2nnc3c(SCc4ccccc4)ncnc32)cc1 | -6 | -6 | 2 | -2 | 1 | -5 | 4 | -5 | 7
COC(=O)CN1C(=O)C(C)(C)Oc2ccc(C(=O)NC3CC3)cc21 | . | -2 | 9 | . | 1 | 2 | . | 11 | .

PLAP act: hit marks shown above.
mol	S1P2 ag	PostGolgi ctrl	sEH inh	PLAP act	S1P2 antag	CD11b adhes inh	sEH act
CCCCc1nc(SCC(=O)Nc2cc(C)on2)n[nH]1	-10	3	-4	2.3*	-4	-1	3
CCCn1cnc2cc(NCc3cccc(OC)c3O)ccc21	-6	6	0	2.7*	11	0	-1
CC(C)N1CC(O)=C(c2nc3ccccc3[nH]2)C1=N	-3	-3	-9	2.5*	10	7	14

Five entries drawn at random from those above, as already listed:
SMILES | S1P2 ag | Ecoli WT expand | PostGolgi ctrl | sEH inh | PLAP act | PostGolgi yeast | S1P2 antag | CD11b adhes inh | sEH act
Nc1nnc(-c2cn(-c3ccccc3)nc2-c2ccccc2)o1 | -2 | -8 | 6 | -6 | 0.8 | -7 | -22 | -23 | 10
COc1ccc(-n2c(C)csc2=S)cc1 | -4 | . | . | -6 | . | . | -2 | . | 9
CNS(=O)(=O)c1cnccc1N1CCN(c2cccc(Cl)c2)CC1 | -6 | 1 | 1 | -11 | 1.1 | 14 | -7 | -7 | 13
CSCCC(NC(=O)c1ccccc1)C(=O)NCc1ccco1 (stereo not drawn) | -5 | 0 | 38* | 4 | 0.8 | -7 | -11 | -17 | -4
Cc1nn(-c2cc(N3CCOCC3)ccc2N)c(=O)c2ccccc12 | -4 | 9 | 18 | -1 | 1.1 | -5 | 12 | 9 | 0
